Assay outcomes (PubChem BioAssay)
TrxR1 substrate: is turned over as a substrate by rat TrxR1 | O89049 | purified TrxR1 substrate turnover, NADPH consumption readout | Potency, µM (doses to about 114 µM), for the others: at the top dose activity change, negative = substrate turnover | 390,000 tested, 0.01% active | AID 588456; also: % is scaled to controls: 0 for no effect and ±100 for the full control effect; nearly all actives have a fitted effect of over 50% in size
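Rat TrxR1, dispensed at 90 nM, was prereduced with 400 uM NADPH (final) for 5 min at ~22 deg C, then incubated with compound 15 min before 400 uM selenite. A first-read NADPH fluorescence drop versus no-compound background flagged substrates.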
RGS4 inhibitor: inhibitors of human regulator of G protein signaling 4; Transcreener GDP fluorescence polarization, RGS4-accelerated GTP hydrolysis; 390,000 tested, 0.039% active; Potency, µM (series often up to 114 µM), inactives show at the top dose activity change, negative = inhibition, hits mostly inhibitors; also: % is scaled to controls: 0 for no effect and ±100 for the full control effect; nearly all actives have a fitted effect of over 75% in size; some results filed as inactive show a strong effect at the top dose
Target sequence (P49798 whole entry, looked up): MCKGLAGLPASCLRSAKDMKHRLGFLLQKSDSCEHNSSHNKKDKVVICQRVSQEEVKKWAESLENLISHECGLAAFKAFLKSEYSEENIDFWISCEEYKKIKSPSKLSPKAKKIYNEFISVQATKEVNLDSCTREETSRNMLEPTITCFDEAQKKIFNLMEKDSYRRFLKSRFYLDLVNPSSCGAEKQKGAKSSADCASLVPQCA
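MLSMR compounds (23 nl, pin-transferred) preincubated 10 min at room temperature with a 500nM (2x) first reagent, then RGS4 at 900nM (2x) plus Transcreener GDP mix added; fluorescence polarization (620/688 nm) read before and after 90 min at 30 °C.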
rTrxR1 inhibitor: blocks rat thioredoxin reductase 1; 390,000 tested, 1% active; Potency, µM (top dose mostly 114 µM), without a hit: at the top dose activity change, negative = inhibition, actives largely listed as inhibitors; recombinant rTrxR1, NADPH fluorescence consumption, selenite substrate; O89049; also: % is scaled to controls: 0 for no effect and ±100 for the full control effect; nearly all actives have a fitted effect of over 65% in size
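Rat TrxR1 (90 nM in the dispensed reagent) was pre-reduced with 400 uM NADPH for 5 min at room temperature, then incubated with compound for 15 min. After 400 uM selenite was added, NADPH fluorescence (Ex 340/Em 450 nm) was followed for 8 min.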
12-LOX inh: blocks human arachidonate 12S-lipoxygenase; P18054; purified 12hLO, xylenol orange hydroperoxide absorbance; Potency, µM (highest dose often 108 µM), for the others: at the top dose activity change, negative = inhibition, usual class: inhibitors; 580,000 tested, 1.1% active; AID 1671190; also: % is scaled to controls: 0 for no effect and ±100 for the full control effect
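Purified human 12hLO at 150 nM in 25 mM Hepes, 0.01% Triton X-100, pH 7.0, preincubated 15 min at room temperature with compound. Reaction started with 40 uM arachidonic acid, 30 min at room temperature. Hydroperoxide measured by Fe-xylenol orange, 573/405 nm absorbance ratio.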
USP1 inh: blocks the human USP1/UAF1 deubiquitinase complex; recombinant USP1/UAF1, Ub-Rhodamine cleavage fluorescence; Potency, µM (top dose mostly 57.1 µM), for inactives: top-dose activity change, negative = inhibition, hits mostly inhibitors; 390,000 tested, 0.23% active; AID 743255; also: % is scaled to controls: 0 for no effect and ±100 for the full control effect; nearly all actives have a fitted effect of over 60% in size; inactives centre near -12
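USP1/UAF1 complex at 1 nM was preincubated with compound for 15 min at room temperature, then Ub-Rho substrate (150nM final) was added. Fluorescence (480/540 nm) was read kinetically, 6 reads every 60 seconds.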
RXFP1 agonist: agonists of human relaxin receptor RXFP1; Q9HBX9; HEK293T-RXFP1 cAMP TR-FRET, 30 min; response scale: percent of porcine relaxin response, buffer zero; Potency, µM (titrated, usually from 57.5 µM), for the others: at the highest dose activation, actives largely listed as activators; 370,000 tested, 0.3% active; also: % is scaled to controls: 0 for no effect and ±100 for the full control effect; nearly all actives have a fitted effect of over 60% in size; many of its hits are not listed in these tables
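HEK293T cells stably expressing RXFP1 were pretreated with the PDE4 inhibitor Ro 20174, exposed to compounds for 30 min at 37C, lysed, and cAMP was read by TR-FRET. Data normalized to buffer (basal) and 29 nM porcine relaxin (100%).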
Vif-APOBEC3G blk: Vif-A3G binding inhibition; 410,000 tested, 0.076% active; Potency, µM (highest dose often 46.1 µM), without a hit: at the top dose activity, negative = active, hits mostly inhibitors; AID 602310; HeLa A3G-eYFP + Vif (tagged APOBEC3G with the HIV-1 protein that degrades it), YFP fluorescence, overnight;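 also: % is scaled to controls: 0 for no effect and ±100 for the full control effect; nearly all actives have a fitted effect of over 60% in size; hits raise eYFP signal because A3G escapes Vif-driven loss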
Target sequence (Q9HC16 whole entry, looked up): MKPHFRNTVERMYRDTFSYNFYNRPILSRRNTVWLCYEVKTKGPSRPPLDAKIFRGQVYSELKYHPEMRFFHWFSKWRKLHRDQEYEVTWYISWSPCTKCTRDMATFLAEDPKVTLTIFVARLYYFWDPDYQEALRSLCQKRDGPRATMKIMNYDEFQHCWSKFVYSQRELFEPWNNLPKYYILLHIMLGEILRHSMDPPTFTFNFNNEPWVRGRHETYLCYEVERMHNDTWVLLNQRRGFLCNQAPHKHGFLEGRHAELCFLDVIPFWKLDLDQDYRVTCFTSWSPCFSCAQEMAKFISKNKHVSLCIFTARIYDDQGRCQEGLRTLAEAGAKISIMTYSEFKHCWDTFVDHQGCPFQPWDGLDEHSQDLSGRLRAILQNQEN
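Read-out is eYFP fluorescence (Ex 488/Em 500-530) from Vif-expressing HeLa A3G-eYFP cells; more signal means A3G escaped Vif-mediated degradation. Cells plated overnight, compound pinned in, incubated overnight at 37 deg C.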
Vif-APOBEC3F blk: blocks the Vif interaction with APOBEC3F; HeLa A3F-eYFP + Vif (tagged APOBEC3F with the HIV-1 protein that degrades it), YFP fluorescence increase; Potency, µM (highest dose often 46.1 µM), without a hit: top-dose activity, negative = active; 390,000 tested, 0.2% active; AID 602313; also: % of control where 0% means no effect; nearly all actives have a fitted effect of over 65% in size
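HeLa cells stably expressing A3F-eYFP plus Vif, plated and incubated overnight at 37 deg C, then exposed to compounds overnight at 37 deg C. Blocked degradation read as raised yellow fluorescence (Ex 488/Em 500-530).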
mIDH1 inhibitor: blocks human mutant IDH1 R132H enzyme; O75874; IDH1-R132H enzyme, NADPH consumption, diaphorase/resazurin fluorescence; Potency, µM (series often up to 76.6 µM), for the others: at the top dose activity change, negative = inhibition, most hits filed as inhibitors; 390,000 tested, 0.093% active; also: % is scaled to controls: 0 for no effect and ±100 for the full control effect; nearly all actives have a fitted effect of over 65% in size
Target sequence (O75874 whole entry R132H, stated change not applied): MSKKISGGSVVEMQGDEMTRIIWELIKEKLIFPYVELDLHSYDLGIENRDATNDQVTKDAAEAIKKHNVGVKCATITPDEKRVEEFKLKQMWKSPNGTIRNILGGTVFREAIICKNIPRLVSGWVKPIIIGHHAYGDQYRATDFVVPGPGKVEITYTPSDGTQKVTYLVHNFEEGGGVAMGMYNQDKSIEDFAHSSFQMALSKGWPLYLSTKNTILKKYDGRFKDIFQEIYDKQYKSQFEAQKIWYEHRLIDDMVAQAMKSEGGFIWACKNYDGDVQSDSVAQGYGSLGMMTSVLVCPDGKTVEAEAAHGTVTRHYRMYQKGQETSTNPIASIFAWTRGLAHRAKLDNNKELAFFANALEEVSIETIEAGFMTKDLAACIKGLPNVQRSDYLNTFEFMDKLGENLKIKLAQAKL
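IDH1-R132H (0.5 ug/mL) preincubated 30 min with compound, then NADPH (0.016 mM) and alpha-KG (2 mM) added; 80 min at RT, pH 7.5. Remaining NADPH coupled via diaphorase/resazurin to fluorescence (540/590 nm); concentration-response curves normalized to no-enzyme control.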
An asterisk follows results filed as active; ? = inconclusive; . = not tested or not shown; [ ] = another dose, or the depositor's remark. Calls follow the shape of the dose curve; as a rule, active = well fitted curve in the direction sought with a large enough effect; inconclusive = small, poorly fitted or top-dose-only effect, or another doubt; inactive = no such curve, though single readings can be large; an effect the other way counts as inactive or inconclusive. Potency is read from the fitted curve at half-maximal effect.

item	mol	TrxR1 substrate	RGS4 inhibitor	rTrxR1 inhibitor	12-LOX inh	USP1 inh	RXFP1 agonist	Vif-APOBEC3G blk	Vif-APOBEC3F blk	mIDH1 inhibitor
1	O=S(=O)(c1ccc(Cl)cc1)N1CCN(C(=S)Nc2ccc(F)c(Cl)c2)CC1	-12%	-30%	-17%	?	-8%	2.1%	-9%	-2%	5%
2	COc1ccccc1-c1nnc(NC(=O)Cc2ccccc2)o1	1%	13%	25%	12%	-12%	-4.3%	-1%	6%	-9%
3	Cc1cc(NC(=O)c2ccc(Cl)cc2Cl)n(-c2ccccc2)n1	-6%	5%	6%	15%	-3%	.	3%	0%	-15%
4	O=C(CCNC(=O)c1ccccc1Cl)NN1C(=O)NC2(CCCCC2)C1=O	-7%	-4%	0%	?	-4%	0.0%	-1%	-17%	5%
5	O=C(Cc1ccccc1)NCCCc1ccccc1	11%[57.1 µM]	-17%	15%[57.1 µM]	214%[activator]	-10%	-0.8%	-6%	-1%	8%
6	CC1=C(C(=O)OCc2ccccc2)C(/C=C/c2ccccc2)NC(=S)N1 (configuration not stated)	-16%	-38%	13%[0.0914 µM]	18µM*	-8%	-0.8%	-7%	0%	1%
7	Cc1c(Cl)ccc2c1NC(=O)[C@]21N[C@@H](CCC(N)=O)[C@H]2C(=O)N(c3ccc(F)cc3)C(=O)[C@H]21	10%[57.1 µM]	-32%	-17%[57.1 µM]	0%	-3%	3.2%	-7%	-1%	-3%
8	CCOc1ccc(C(Nc2ccc(C)cc2)P2(=O)OCCC(C)O2)cc1 (configuration not stated)	2%	-4%	3%	?	-14%	-0.7%	-4%	-11%	1%
9	Cc1cc(C)c(NC(=O)c2c(C)oc3c2C2=NCCN2C=N3)c(C)c1	3%[57.1 µM]	-7%	15%[57.1 µM]	-4%	-8%	0.4%	1%	-1%	1%
10	CCN(CC)CCCNC(=O)c1cc2c(-c3ccc(Cl)cc3)nn(C)c2s1	40%[activator]	-10%	20%	-11%	-17%	0.2%	5%	?	-3%
11	Cc1cccc(N(CC(=O)N2CCCCCC2)S(C)(=O)=O)c1C	-4%	25%	-3%	-3%	5%	-1.0%	0%	-1%	-2%
12	COc1cc(C(=O)Nc2ccc3c(c2)OCCO3)ccc1-n1cnnn1	4%[57.1 µM]	-7%	-6%[57.1 µM]	-5%	-8%	0.5%	-3%	-5%	5%
13	Cc1ccc(C(=O)Nc2ccc(C(=O)O)cc2NC(=O)c2ccc(C)cc2)cc1	2%	-8%	15%	-26%	-20%	-0.8%	-5%	0%	-7%
14	OCC1(CCc2ccccc2)CCN(Cc2c(F)ccc(F)c2F)CC1	-1%	-2%	10%	-6%	-17%	3.2%	-1%	5%	-2%
15	CC(OC(=O)/C=C/c1ccccc1)C(=O)N1CCc2ccccc21 (configuration not stated)	-3%	3%	11%	-19%	-5%	-0.6%	2%	-29%	0%
16	Cc1cc(CNC(=O)CC2C(=O)NCCN2Cc2ccccc2C(F)(F)F)nn1C (configuration not stated)	-1%	11%	-4%	0%	1%	-0.4%	0%	1%	3%
17	COc1ccc(S(=O)(=O)N/N=c2\oc3c(OC)cccc3cc2S(=O)(=O)c2ccc(C)cc2)cc1OC	1%[11.4 µM]	13%	-33%[11.4 µM]	9%	-17%	-0.5%	-14%	-15%	-5%
18	O=C(NCCCN1CCCC1=O)c1ccc2c(c1)NC(=O)C(N1CCOCC1)S2 (configuration not stated)	10%	4%	15%	45%[activator]	-3%	-0.1%	0%	-1%	1%
19	CC1SC(c2ccc(F)cc2)NC1=O (configuration not stated)	-1%	-22%	12%	2%	-27%	-0.2%	-6%	8%	0%
20	Cc1cccc(NC(=S)N2CCN(Cc3ccccc3)CC2)c1C	-7%	-43%	-22%	-22%	-22%	0.7%	-4%	3%	-3%

Ordered by molar mass (highest first): some entries from above.
item	mol	TrxR1 substrate	RGS4 inhibitor	rTrxR1 inhibitor	12-LOX inh	USP1 inh	RXFP1 agonist	Vif-APOBEC3G blk	Vif-APOBEC3F blk	mIDH1 inhibitor
10	CCN(CC)CCCNC(=O)c1cc2c(-c3ccc(Cl)cc3)nn(C)c2s1	40%[activator]	-10%	20%	-11%	-17%	0.2%	5%	?	-3%
8	CCOc1ccc(C(Nc2ccc(C)cc2)P2(=O)OCCC(C)O2)cc1 (configuration not stated)	2%	-4%	3%	?	-14%	-0.7%	-4%	-11%	1%
6	CC1=C(C(=O)OCc2ccccc2)C(/C=C/c2ccccc2)NC(=S)N1 (configuration not stated)	-16%	-38%	13%[0.0914 µM]	18µM*	-8%	-0.8%	-7%	0%	1%
14	OCC1(CCc2ccccc2)CCN(Cc2c(F)ccc(F)c2F)CC1	-1%	-2%	10%	-6%	-17%	3.2%	-1%	5%	-2%
3	Cc1cc(NC(=O)c2ccc(Cl)cc2Cl)n(-c2ccccc2)n1	-6%	5%	6%	15%	-3%	.	3%	0%	-15%
9	Cc1cc(C)c(NC(=O)c2c(C)oc3c2C2=NCCN2C=N3)c(C)c1	3%[57.1 µM]	-7%	15%[57.1 µM]	-4%	-8%	0.4%	1%	-1%	1%

Following part.
item	mol	TrxR1 substrate	RGS4 inhibitor	rTrxR1 inhibitor	12-LOX inh	USP1 inh	RXFP1 agonist	Vif-APOBEC3G blk	Vif-APOBEC3F blk	mIDH1 inhibitor
21	COCCCNC(=O)c1ccc(CSCc2ccc(C)cc2)o1	15%	-27%	5%[57.1 µM]	302%[activator]	-23%	3.5%	0%	-7%	8%
22	CCc1ccc(NC(=O)CSc2nc3ccccc3c(=O)n2CCCN2CCC(C)CC2)cc1	3%[57.1 µM]	2%	2%[57.1 µM]	7%	-17%	2.0%	-6%	-10%	-4%
23	O=C1N(c2ccc(Cl)cc2)C(c2ccc(Cl)cc2)N2CCCN12 (configuration not stated)	7%	0%	17%	16%	-22%	0.9%	-2%	-4%	-4%
24	CC(C)OP(=O)(OC(C)C)C(O)c1ccc2c(c1)OCO2 (configuration not stated)	-8%	-11%	-11%	12%	-13%	0.0%	1%	-9%	-7%
25	CCCCN(CC)CCNC(=O)CCC(=O)Nc1ccc2nc(N3CCN(C)CC3)cc(C)c2c1	43%[activator]	18%[11.4 µM]	-32%	-5%	-1%	-4.1%	1%	1%	0%
26	CCOC(=O)C1CCN(C(=O)c2ccccc2NS(=O)(=O)c2cc(C)ccc2C)CC1	-9%	10%	-8%	-18%	-15%	1.9%	0%	-12%	6%
27	COc1ccc(NC(=O)N2CCOc3ccc(Cl)cc32)cc1	-5%	4%	12%	-17%	-17%	-0.2%	5%	-3%	6%
28	COc1ccc(CN2C(=O)c3cccnc3C2=O)cc1S(=O)(=O)NC1CCCCC1	32%[activator]	-20%	34%[activator]	-4%	-7%	?	-3%	-16%	2%
29	CCn1cc(CN2CCC(n3nccc3NC(=O)c3cccc(F)c3)CC2)c(C)n1	-2%	27%	0%	9%	2%	1.3%	-1%	0%	-3%
30	COc1c(C)cc(Br)cc1C(=O)Nc1ccc(C)cc1[N+](=O)[O-]	15%	3%	36%[activator]	-12%	-8%	-0.2%	-1%	-11%	9%
31	N#CCCN(C(=O)c1ccc2c(=O)n3c(nc2c1)CCCCC3)c1ccccc1	6%	12%[11.4 µM]	19%	-23%	-23%	-0.1%	-3%	2%	-10%
32	Cc1ccc(Cn2nnc3c(=O)[nH]c(C4CCCN(S(=O)(=O)c5ccccc5)C4)nc32)cc1 (configuration not stated)	5%[57.1 µM]	9%	22%	-5%	-14%	1.4%	-1%	15%	-8%
33	CNC(=O)COC(=O)CCC(=O)c1ccc(Cl)cc1	2%	-10%	17%	-10%	-14%	0.8%	-3%	0%	0%
34	Cc1ccc(N(Cc2ccccc2)C(=O)c2cccc(S(=O)(=O)N3CCOCC3)c2)cc1	-5%	19%	8%	-1%	-5%	0.0%	-1%	-12%	-2%
35	Cc1oc(-c2ccccc2Cl)nc1CSc1nc2c(c(=O)[nH]1)CCC2	11%	-16%	9%	22%	2%	3.6%	-7%	-2%	18%
36	CCN1C(=O)CSc2ccc(C(=O)NCCCN3CCOCC3)cc21	11%	-5%	16%	17%	-18%	-0.2%	3%	-4%	0%
37	CSc1nnc(NC(=O)c2nc(S(=O)(=O)Cc3ccc(C)cc3)ncc2Cl)s1	-4%	-22%	16µM*	-21%	-13%	-0.5%	-21%	7%	6%
38	CC(=O)Nc1ccc(N2C(=O)c3ccc(C(=O)Nc4nnc(SCc5ccc(F)cc5)s4)cc3C2=O)cc1	-2%	-11%	11%	2%	-26%	1.8%	0%	-3%	2%

Some of the compounds tested; the hit share may differ from the screen's.
